Assay outcomes as filed in PubChem BioAssay.
Her2 expr inh: lowers expression of human Her2 kinase. SKBR-3 HER2 protein level, AlphaScreen, 18-24 h; hits give low values. HER2 level % of control, % at 10 µM. 65,000 tested, 0.69% active;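 active = HER2 level under 5% of the carrier-only control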;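 note: 100% = DMSO carrier and 0% = 500 nM PU-H71 HSP90 inhibitor; lower value means stronger loss of Her2 protein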
Target sequence (P04626 whole entry, looked up): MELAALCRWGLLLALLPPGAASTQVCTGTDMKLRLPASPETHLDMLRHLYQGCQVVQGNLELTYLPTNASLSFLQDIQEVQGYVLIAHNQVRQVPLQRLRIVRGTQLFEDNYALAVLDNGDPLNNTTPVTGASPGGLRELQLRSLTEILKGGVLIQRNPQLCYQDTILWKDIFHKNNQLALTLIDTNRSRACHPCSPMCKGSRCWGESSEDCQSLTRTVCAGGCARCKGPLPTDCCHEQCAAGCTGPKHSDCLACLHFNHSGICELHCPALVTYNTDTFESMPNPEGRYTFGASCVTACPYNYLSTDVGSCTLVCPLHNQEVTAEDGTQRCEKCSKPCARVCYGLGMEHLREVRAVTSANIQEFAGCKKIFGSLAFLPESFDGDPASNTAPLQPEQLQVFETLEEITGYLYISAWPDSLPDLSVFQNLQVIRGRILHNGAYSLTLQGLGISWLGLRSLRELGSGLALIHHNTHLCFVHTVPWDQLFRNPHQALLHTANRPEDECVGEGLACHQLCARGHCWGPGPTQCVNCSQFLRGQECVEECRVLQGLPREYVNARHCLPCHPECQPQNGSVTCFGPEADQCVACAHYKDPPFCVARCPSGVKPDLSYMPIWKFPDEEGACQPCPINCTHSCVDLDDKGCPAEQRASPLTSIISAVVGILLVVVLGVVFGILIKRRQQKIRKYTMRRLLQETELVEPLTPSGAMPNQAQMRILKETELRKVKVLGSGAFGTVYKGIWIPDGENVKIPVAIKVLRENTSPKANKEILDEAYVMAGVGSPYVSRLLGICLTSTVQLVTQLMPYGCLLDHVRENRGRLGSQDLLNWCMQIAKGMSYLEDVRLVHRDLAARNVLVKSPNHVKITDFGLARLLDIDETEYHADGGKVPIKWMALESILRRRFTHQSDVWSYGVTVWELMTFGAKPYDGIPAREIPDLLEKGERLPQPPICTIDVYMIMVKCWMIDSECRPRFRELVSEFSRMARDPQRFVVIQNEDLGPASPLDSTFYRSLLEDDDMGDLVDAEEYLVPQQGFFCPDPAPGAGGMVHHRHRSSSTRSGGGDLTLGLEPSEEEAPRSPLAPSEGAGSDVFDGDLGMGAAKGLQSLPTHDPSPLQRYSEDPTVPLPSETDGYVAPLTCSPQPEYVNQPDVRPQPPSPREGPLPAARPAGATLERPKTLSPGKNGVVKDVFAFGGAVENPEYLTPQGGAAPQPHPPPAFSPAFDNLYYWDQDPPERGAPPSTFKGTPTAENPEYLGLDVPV
M1 agonist: agonists of M1 muscarinic receptor. CHO-M1 cells, Fluo-4 calcium fluorescence, agonist mode; hits give high values. 64,000 tested, 3% active. AID 626. B-score at 10 µM;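 active = fluorescence rise, raw or as B-score row- and column-corrected plate score, outside the 99.7% band of its plate's samples, either direction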
HEK293 NFkB inh: lowers PMA/ionomycin-induced NF-kB signal in HEK293 cells; HEK-293 NF-kB luciferase reporter, luminescence; inhibition, % at 3 µM; 62,000 tested, 0.21% active;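 active = inhibition above the mean of all tested compounds plus 3 SD, cut at about 40% in these data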;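 note: 0% = stimulated DMSO wells and 100% = 10 µM reference inhibitor 5653914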
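Material: HEK-293 cells with stable firefly luciferase reporter driven by four HIV NF-kB elements / Also added: PMA plus ionomycin mix as NF-kB-activating stimulus / Compound dosing: 3 µM once, 0.30% DMSO / Times: 1 h pretreatment, 16 h stimulation, 37 °C / Signal: luminescence / Evaluation: per-plate % inhibition versus controls / Benchmarks: DMSO and 10 µM reference inhibitor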
5HT1E ag: agonists of human 5-HT1E serotonin receptor. P28566. CHO 5-HT1E Ga15 NFAT-bla reporter, FRET; 0% DMSO wells, 100% control agonist wells. activation, % at 6 µM. 65,000 tested, 0.69% active;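 active = activation above a set limit, the screen-wide mean activation plus 3 SD, cut at about 8.5% in these data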;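 note: 100% = positive control agonist at 1 µM giving full maximal response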
S1P1 ag pot: activates or potentiates agonism at human S1P1 receptor. S1P1 CRE-bla cells, forskolin, beta-lactamase FRET, potentiator mode; S1P1 agonist co-added at EC20, 2 nM; 100% = saturating reference agonist, 0% = basal. 56,000 tested, 0.57% active. P21453. activation, % at 9.5 µM;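 active = activation above a cutoff set at the mean activation of all tested compounds plus 3 SD, cut at about 54% in these data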;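 note: forskolin at 4 µM as EC80 and the EC20 agonist is SEW2871; 100% = SEW2871 at its EC100 plus forskolin at EC80; some compounds past the cut are filed as inactive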
M1 antag: M1 muscarinic receptor (rat) antagonism; P08482; CHO-M1 cells, Fluo-4 calcium, ACh EC80 antagonist mode; hits give low values; B-score at 10 µM; 64,000 tested, 3.4% active; AID 628;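 active = calcium fluorescence response, raw or row-and-column corrected B-score, differing from the plate sample mean either way at a set confidence level, mostly lower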
HTR1E antagonist: antagonists of human 5-HT1E serotonin receptor | P28566 | CHO 5-HT1E Ga15 NFAT-bla reporter, FRET, antagonist | inhibition, % at 6 µM | 65,000 tested, 0.99% active;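 active = inhibition above a set limit, the mean inhibition across every tested compound plus 3 SD, cut at about 29% in these data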;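 note: signal is the 460 over 535 nm emission ratio of beta-lactamase substrate; 0% = agonist plus DMSO wells and 100% = wells without agonist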
Jurkat tox 60K: cytotoxicity toward Jurkat cells | 56,000 tested, 1.2% active | inhibition, % at 4 µM | Jurkat E6.1 viability, ATP luminescence, 48 h;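 active = inhibition above the mean inhibition of all tested compounds plus 3 SD, cut at about 28% in these data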
S1P3 ag: agonists of human S1P3 receptor | Q99500 | S1P3 NFAT-BLA reporter cells, agonism, FRET ratio; relative to 1 µM S1P, basal subtracted | activation, % at 4.5 µM | 60,000 tested, 0.1% active | AID 373;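 active = activation above the screen-wide mean plus 3 SD, cut at about 4.5% in these data, passing the limit was not always enough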; note: some compounds called inactive have numbers as strong as hits
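Assay system: CHO cells stably expressing human S1P3, Gα16 and NFAT-β-lactamase reporter. Timing: overnight plating, 4 h compound 37 °C, 2 h substrate RT. Signal: β-lactamase FRET emission ratio 460/535 nm. Measure: percent activation versus median 1 µM S1P response, basal-subtracted, per plate. Repeats: primary screen single test, confirmation screen in triplicate.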
* = called active by the depositor; / = not tested or not shown. This is a random part of the collection, and some 9.2% of all compounds hit somewhere here.

SMILES | Her2 expr inh | M1 agonist | HEK293 NFkB inh | 5HT1E ag | S1P1 ag pot | M1 antag | HTR1E antagonist | Jurkat tox 60K | S1P3 ag
CCOC(=O)Nc1cccc(Cl)c1C | 43 | -0.39 | 5 | -1.0 | -12 | 0.58 | 2 | -11 | 0.2
CC(=N\O)/C(CN(C)C)=N/O | 71 | 1.8 | / | 1.2 | -18 | 0.93 | 3 | / | -1.6
CCOc1nc2c(c(=O)n(C)c(=O)n2C)n1Cc1ccccc1Cl | 100 | 0.75 | 30 | 0.9 | 34 | -0.036 | 14 | 12 | -1.4
COc1nc(NCCc2ccc(OC)c(OC)c2)nc(NC(C)(C)CO)n1 | 89 | -0.45 | -4 | 0.2 | -28 | -0.41 | -1 | 0 | 0.3
O=C(c1ccco1)c1cn(CC(=O)N2CCCc3ccccc32)c2ccccc12 | 93 | 3.7 | 16 | -0.9 | 25 | -0.88 | 4 | 2 | -1.0
Nc1nc(-c2cccnc2)nc(N2CCCCC2)n1 | 66 | -0.74 | -6 | 0.3 | -28 | 0.0079 | -14 | -1 | -0.1
Cc1c(C)n(C(=O)CN2CCN(c3ccccn3)CC2)c2ccccc12 | 46 | -0.071 | 11 | 0.7 | / | -0.94 | 5 | 6 | -0.5
COc1ccc(CNC(=O)C(C#N)c2nc3ccccc3nc2N2CCCC2)cc1 (centres undefined) | 100 | 165* | 18 | 2.1 | -12 | -6.9* | 2 | -2 | -1.0
C=CCSc1nc2c(c(=O)n(C)c(=O)n2C)n1CC | 77 | -1.3 | 9 | -0.1 | -25 | -0.48 | -4 | 7 | -0.5
CCOc1cccc(NC(=O)c2ccc(S(=O)(=O)N3CCCC3)cc2)c1 | 49 | 0.36 | 7 | 0.9 | 4 | -0.5 | 18 | 7 | -0.8
N=c1nc(SCCC(=O)O)ss1 | 89 | 0.11 | 20 | 0.7 | 0 | -0.81 | 0 | -2 | 0.3
O=C(NCc1ccc2c(c1)OCO2)c1ccc(NC(=O)C2CCCO2)cc1 (centres undefined) | 134 | -0.13 | 14 | -0.6 | / | 0.35 | 1 | / | /
c1coc(CNc2nc(-c3ccncc3)cs2)c1 | 98 | -0.91 | 3 | 0.2 | / | -0.085 | 9 | 9 | -0.7
CCOC(=O)c1c(-c2ccc(C)o2)csc1NC(=O)COC(=O)c1cccs1 | 81 | 7.4 | 1 | 1.3 | 6 | -0.0047 | 1 | -1 | 1.1
Cc1cc2cc(CN(Cc3nnnn3C3CCCCC3)CC3CCCO3)c(=O)[nH]c2cc1C (centres undefined) | 83 | -0.0088 | 19 | 0.0 | -8 | -0.77 | 7 | -11 | -0.7

Two entries from above, in CSV form.
SMILES,Her2 expr inh,M1 agonist,HEK293 NFkB inh,5HT1E ag,S1P1 ag pot,M1 antag,HTR1E antagonist,Jurkat tox 60K,S1P3 ag
O=C(NCc1ccc2c(c1)OCO2)c1ccc(NC(=O)C2CCCO2)cc1 (centres undefined),134,-0.13,14,-0.6,/,0.35,1,/,/
COc1ccc(CNC(=O)C(C#N)c2nc3ccccc3nc2N2CCCC2)cc1 (centres undefined),100,165*,18,2.1,-12,-6.9*,2,-2,-1.0

Following part
SMILES | Her2 expr inh | M1 agonist | HEK293 NFkB inh | 5HT1E ag | S1P1 ag pot | M1 antag | HTR1E antagonist | Jurkat tox 60K | S1P3 ag
CCOC(=O)c1cn(CC(=O)Nc2ccc(C)cc2)nn1 | 105 | -0.21 | -2 | -0.7 | -16 | -0.099 | 6 | 3 | -1.0
COc1nc(C)nc2c1sc(=S)n2C | 83 | 0.086 | 19 | -0.5 | -24 | -0.69 | -4 | -2 | -0.7
COC(=O)c1ccccc1NC(=O)C1CC(c2ccccc2O)=NO1 (centres undefined) | 95 | 0.03 | 5 | 0.0 | / | 1.3 | 7 | -2 | -0.3
O=C(CCNc1cccc(Cl)c1)c1ccco1 | 78 | -0.17 | 12 | -0.3 | / | -0.85 | -4 | 6 | -0.7
CN(C)c1ccc(P(=O)(OCc2ccccc2)C(O)c2cccnc2)cc1 (centres undefined) | 121 | 0.41 | 19 | -0.5 | 5 | -0.91 | -6 | 0 | -1.3
CC(=C1C(=O)c2ccccc2C1=O)N1CCN(c2ccccn2)CC1 | 107 | 0.62 | 5 | 0.2 | 8 | 0.075 | -5 | -3 | -0.6
Cc1cc(N/C=C/C(=O)c2cccc3ccccc23)no1 | 100 | 0.078 | / | -1.8 | 28 | -0.44 | 18 | / | -3.3
Cc1ccc2c(CN3CCN(Cc4ccc5c(c4)OCO5)CC3)cc(=O)oc2c1C | 120 | 0.13 | -2 | -1.9 | -8 | -2.3* | 1 | -1 | -0.8
Cn1c(=O)oc2cc(S(=O)(=O)NCc3ccco3)ccc21 | 105 | 0.018 | 8 | -1.1 | 19 | -3.4* | 9 | -2 | -0.5
COc1cccc(OCCOc2cccc(/C=N/n3cnnc3)c2)c1 | 80 | 0.11 | -15 | -0.3 | / | -2.8* | 23 | / | /
Cc1cc(C)n(S(=O)(=O)Cc2ccccc2)n1 | 103 | 0.3 | / | -0.8 | 10 | 0.72 | -5 | / | -5.5
COC(=O)c1ccc(=O)n(Cc2ccc3c(c2)OCO3)c1 | 73 | -0.31 | / | -0.2 | 3 | -0.11 | 8 | / | -5.6
CC(C)Oc1cccc(C(=O)O)c1 | 85 | 1.4 | 12 | 0.1 | -1 | 0.97 | -10 | 1 | -0.1
O=C1CCCC(O)=C1C=NCCc1ccccc1 | 91 | -0.093 | 10 | 0.1 | -6 | 0.36 | 7 | -4 | -0.6
COc1cccc(OCC(O)CN2CCOCC2)c1 (centres undefined) | 184 | -0.73 | 3 | 0.6 | -23 | 1.4 | -12 | -14 | 0.2
O=C(CSc1nc2[nH]ncc2c(=O)n1-c1ccccc1Br)NCc1ccco1 | 76 | -0.52 | 15 | -0.1 | -6 | 0.044 | 15 | 13 | -0.1
O=C(CCN1C(=O)c2ccccc2C1=O)N1CCN(c2ccccc2)CC1 | / | 1.1 | 4 | 0.0 | / | 0.23 | -1 | -2 | -1.6
Cc1cnn(-c2cc(Oc3ccccc3)ncn2)c1 | 77 | 0.85 | 9 | -0.3 | 15 | -1.7 | 7 | 1 | -1.4
Cc1cc(C)nc(SC2CCCCC2O)n1 (centres undefined) | 114 | -0.22 | -1 | 0.5 | 5 | -0.0038 | -9 | -1 | 0.2
O=C(Nc1ccc2oc(-c3cccnc3)nc2c1)c1cccnc1 | 77 | -0.94 | 8 | 0.7 | -13 | 0.1 | 5 | -4 | 2.0
COC(=O)c1ccc(OCCN2C3=NCCN3c3ccccc32)cc1 | 89 | -0.32 | 6 | -1.2 | 4 | -9* | -5 | 1 | -1.3
Cc1oc2c(c1C(=O)NCc1ccccc1)CCCC2 | 77 | 0.37 | 5 | -1.7 | -11 | -3.7* | 8 | 3 | -0.7
O=C(CCC(=O)Nc1nnc(C2CCCCC2)s1)NCc1cccs1 | 86 | -0.39 | 16 | 1.8 | -12 | -0.023 | -14 | 0 | 0.0
O=C(Nc1ccccc1)c1ccc(F)c(S(=O)(=O)N2CCOCC2)c1 | 93 | 0.47 | 4 | 0.2 | 4 | 0.022 | -12 | 0 | 0.1
CC(C)(C)NC(=O)C(c1ccccc1)N(C(=O)c1ccco1)C1CC1 (centres undefined) | 100 | -0.57 | 18 | -0.2 | -7 | -0.31 | -5 | -4 | 0.0
O=C(O)CCSCc1ccccc1F | 114 | -0.31 | -2 | 0.1 | 12 | -0.05 | 0 | -3 | 0.4
CCSc1nc(-c2cccs2)nc2c1c(=O)n(C)c(=O)n2C | 95 | 0.58 | 4 | -0.2 | -11 | 0.53 | -7 | -4 | -0.1
CCOC(=O)c1c(NC(=O)CSc2n[nH]c(N)n2)sc(CC)c1C | -33* | -1.5 | 10 | 1.0 | -48 | -0.21 | 7 | -3 | 1.9
O=c1cc(COn2nnc3ccc(C(F)(F)F)cc32)nc2sccn12 | 81 | 0.71 | 8 | -1.1 | -4 | 0.38 | -2 | -4 | 0.0
Cc1ccc(C)c(N2CCN(C(=O)C3CCN(c4nc(C)cc(C)n4)CC3)CC2)c1 | 88 | 0.51 | 19 | 1.3 | 14 | 0.38 | -2 | -9 | 0.9
O=C(c1cc(S(=O)(=O)N2CCOCC2)ccc1F)N1CCCc2ccccc21 | 88 | 2.1 | 9 | -0.6 | -16 | -0.2 | -6 | -1 | 0.6
Cc1noc(C)c1S(=O)(=O)N1CCC(C(=O)N2CCN(C(=O)c3ccco3)CC2)CC1 | 72 | 1.3 | 3 | 0.9 | / | 0.12 | -7 | / | /
CC(C)CNC(=O)CN(C1CCCCC1)S(=O)(=O)c1ccccc1 | 272 | 1.1 | 18 | 4.7 | / | -0.0024 | -2 | / | /
N#Cc1nc(Cc2cccc3ccccc23)oc1NCC1CCCO1 (centres undefined) | 103 | 0.56 | 11 | 0.4 | -5 | -0.39 | 10 | 4 | -0.5
Cc1cccc(CS(=O)(=O)Cc2ccc(C(=O)O)o2)c1 | 142 | -0.1 | 0 | -0.7 | -1 | 0.56 | 2 | 2 | -0.7
COc1cccc(C2CC(c3cccc(Br)c3)n3nc(N)nc3N2)c1 (centres undefined) | 96 | 0.18 | 3 | 0.3 | -28 | 0.023 | -1 | 1 | -0.6
C=CCn1c(SCc2ccc(OC)cc2)nnc1-c1cccnc1 | 119 | 0.17 | 15 | 0.9 | -14 | -0.63 | 0 | -1 | 0.0
O=C(CN1C(=O)COc2ccccc21)NCCN1CCc2ccccc2C1 | 106 | 3.3 | 18 | 0.1 | 12 | 0.015 | -13 | 5 | -0.6
CC(=O)Nc1c(O)nc(SCC(=O)N2CCN(c3ccc(F)cc3)CC2)[nH]c1=O | 212 | -0.12 | 20 | 7.1 | 13 | -0.65 | 6 | 3 | -0.6
CCn1c(-c2cccc(Br)c2)n[nH]c1=S | 112 | -0.3 | 3 | -0.8 | / | 0.032 | -3 | 1 | -0.6
O=c1c(Cc2ccccc2)c(O)nc2n1CCS2 | 117 | 1.8 | 2 | 0.4 | -4 | 0.066 | -3 | -9 | 0.5
O=C(CSc1nnnn1-c1ccccc1)Nc1ncc2c(n1)CC(c1ccco1)CC2=O (centres undefined) | / | -1.2 | 13 | 1.8 | / | 0.13 | -1 | 1 | -0.3
CCN1C(=O)CS/C1=C(\C#N)S(=O)(=O)c1ccccc1 | 88 | 0.14 | 16 | -0.1 | -2 | -0.66 | -6 | -1 | -0.8
Cc1noc(C)c1C(=O)NCCC1=CCCCC1 | 88 | -1.5 | -1 | -0.5 | -6 | -1.6 | -6 | -5 | -0.8
O=C(Cn1nnc(-c2ccncc2)n1)N1CCc2ccccc21 | 83 | / | 20 | -0.2 | 9 | / | 0 | -4 | -0.4
COc1ccc(S(=O)(=O)Nc2cc(OC)c(NC(=O)c3ccco3)cc2OC)cc1 | 92 | 1.2 | 18 | 0.9 | -36 | 0.63 | 6 | -2 | -0.9
Cc1ccc(SC/C(O)=C(\C#N)c2nc3ccccc3s2)cc1 | 54 | 3.3* | 11 | -0.1 | 13 | -2.4 | -2 | -2 | -1.1
Cc1ccc(S(=O)(=O)N2CCC(C(=O)N[C@@H](C)C(=O)NCC3CCCO3)CC2)cc1 (some centres undefined) | 51 | -0.39 | 3 | -0.9 | / | -0.29 | -7 | / | /
